# Bioassay records deposited in PubChem BioAssay by The Scripps Research Institute Molecular Screening Center.
# IDE cell inh – inhibitors of human insulin-degrading enzyme in cells. P14735. HEK cells, FAbetaB cleavage, fluorescence polarization. inhibition, % at 5.59 µM. actives 0.41% (n = 320,000);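 active = percent inhibition above the average of all tested compounds plus 3 SD, set per screening campaign, cut at about 16% in these data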;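 note: IDE supplied by intact live HEK cells; FP after avidin binding of uncleaved biotin substrate so inhibition keeps polarization high; 0% = DMSO wells and 100% = 60 µM reference IDE inhibitor Ii1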
# Target sequence (P14735 whole entry, looked up): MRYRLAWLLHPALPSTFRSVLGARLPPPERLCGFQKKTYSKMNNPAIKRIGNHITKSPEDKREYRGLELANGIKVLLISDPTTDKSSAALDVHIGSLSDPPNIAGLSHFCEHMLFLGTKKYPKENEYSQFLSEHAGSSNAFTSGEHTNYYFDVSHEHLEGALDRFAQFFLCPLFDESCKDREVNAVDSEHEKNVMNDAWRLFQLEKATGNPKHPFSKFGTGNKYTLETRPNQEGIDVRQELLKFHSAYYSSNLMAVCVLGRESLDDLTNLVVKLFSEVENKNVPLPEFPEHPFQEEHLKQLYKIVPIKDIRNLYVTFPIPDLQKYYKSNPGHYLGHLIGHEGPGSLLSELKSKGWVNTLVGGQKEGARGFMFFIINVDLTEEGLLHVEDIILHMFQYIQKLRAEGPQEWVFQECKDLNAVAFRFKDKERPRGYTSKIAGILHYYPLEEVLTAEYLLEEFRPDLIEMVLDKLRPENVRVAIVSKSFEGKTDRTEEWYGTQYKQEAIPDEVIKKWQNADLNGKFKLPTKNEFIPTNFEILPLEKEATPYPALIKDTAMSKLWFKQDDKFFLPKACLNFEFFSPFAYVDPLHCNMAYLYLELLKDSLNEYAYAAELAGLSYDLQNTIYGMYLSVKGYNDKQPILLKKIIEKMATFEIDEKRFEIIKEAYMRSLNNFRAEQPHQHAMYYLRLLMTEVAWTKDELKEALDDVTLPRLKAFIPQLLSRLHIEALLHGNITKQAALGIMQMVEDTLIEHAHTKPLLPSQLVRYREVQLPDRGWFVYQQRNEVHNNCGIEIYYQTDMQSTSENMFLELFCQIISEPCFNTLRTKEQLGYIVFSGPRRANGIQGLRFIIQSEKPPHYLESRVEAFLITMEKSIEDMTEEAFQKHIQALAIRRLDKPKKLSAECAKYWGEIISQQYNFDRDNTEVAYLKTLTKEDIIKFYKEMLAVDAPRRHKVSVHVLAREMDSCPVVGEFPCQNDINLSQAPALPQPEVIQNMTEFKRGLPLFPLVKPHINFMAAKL
# IDE act – IDE (human) activation, cell-based | HEK cells, FAbeta-B cleavage, fluorescence polarization; 0% vehicle, 100% cell-free pure enzyme wells | activation, % at 5.96 µM | actives 0.073% (n = 340,000) | AID 493087;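 active = activation above the mean of all tested compounds plus 3 SD, set per screening campaign, cut at about 17% in these data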
# Numbers without * were called inactive. Some of the compounds tested; the hit share may differ from the screen's.
no.	SMILES	IDE cell inh	IDE act
1	COC(=O)c1ccc(COC(=O)CNC(=O)C2CCCCC2)cc1	2	4
2	COCCN(C(=O)CC1CCCC1)c1c(N)n(CC(C)C)c(=O)[nH]c1=O	5	3
3	COc1ccc(Cl)cc1NC(=O)CSc1cccc[n+]1[O-]	0	5
4	COc1ccc(NC(=O)Cn2nc(C(=O)O)c3ccccc3c2=O)cc1S(=O)(=O)N1CCCCC1	1	2
5	CC(NC(=O)CCNC(=O)c1ccc(Br)cc1)c1ccc(S(N)(=O)=O)cc1 (stereo not given)	-1	0
6	COC(=O)c1ccccc1S(=O)(=O)N1CCC(C(=O)OCC(=O)c2ccccc2OC)CC1	6	2
7	CC1(C)C[C@H]2C3=CCC4[C@@]5(C)CC[C@H](O)[C@](C)(CO)C5CC[C@@]4(C)[C@]3(C)C[C@@H](O)[C@@]2(CO)[C@@H](O)[C@@H]1O (stereo not given in full)	3	-1
8	COc1cc(S(=O)(=O)N2CCOCC2)ccc1NC(=O)COC(=O)/C=C/c1cc(OC)c(OC)c(OC)c1	4	4
9	COc1ccc(-c2cc(C(=O)N3CCOCC3)c3ccccc3n2)cc1OC	-1	-4
10	CC1(C)Cc2cccc(OCC(=O)NCCc3ccccc3)c2O1	3	2

# Ordered by heavy-atom count (ascending): three of the compounds above.
no.	SMILES	IDE cell inh	IDE act
2	COCCN(C(=O)CC1CCCC1)c1c(N)n(CC(C)C)c(=O)[nH]c1=O	5	3
6	COC(=O)c1ccccc1S(=O)(=O)N1CCC(C(=O)OCC(=O)c2ccccc2OC)CC1	6	2
8	COc1cc(S(=O)(=O)N2CCOCC2)ccc1NC(=O)COC(=O)/C=C/c1cc(OC)c(OC)c(OC)c1	4	4

# (more compounds)
no.	SMILES	IDE cell inh	IDE act
11	CC1C(=O)N2CCCc3cc(NC(=O)C(=O)NCCN4CCOCC4)cc1c32 (stereo not given)	1	1
12	CN(C)C(=O)OCc1c(-c2ccccc2)ncc2ccccc12	1	-1
13	CC(=O)c1cccc(NC(=O)COC(=O)c2ccc3c(c2)OCO3)c1	4	5
14	CCN(CC)CCCN=C1N[C@@H](c2cccc(F)c2)C(C(=O)OC)=C(C)N1Cc1ccccc1	2	8
15	Cc1ccc(C)c(NC(=O)CN(C)C(=O)C2CCCC2)c1	-5	2
16	CC(=O)N1CCN(C(=O)c2ccc(S(=O)(=O)Nc3ccccc3F)cc2)CC1	3	4
17	CC(OC(=O)[C@@H]1CCCN1C(=O)c1cccs1)C(=O)Nc1cccc([N+](=O)[O-])c1 (stereo not given in full)	-1	-2
18	O=C(COC(=O)Cc1ccc(Cl)c(Cl)c1)Nc1ccc2[nH]c(=O)[nH]c2c1	-8	6
19	NC(=O)c1ccc(C2SCC(=O)N2CCc2ccccc2)cc1 (stereo not given)	9	-5
20	COC(=O)C1=C(C(=O)OC)[C@@H]2N(C)c3ccc(OC)cc3[C@@]23C[C@@H](C(=O)OC)N(C(=O)CC(C)C)C3=N1	-2	1
21	O=C(NN1C(=O)NC2(CCCCC2)C1=O)c1ccc(-c2ccc(Cl)cc2)o1	2	5
22	Cc1ccc(NC(=O)CSCC(=O)NNC(=O)c2nn(C)c(=O)c3ccccc23)cc1	-2	3
23	NS(=O)(=O)c1cnccc1Oc1cccc(Cl)c1	1	1
24	O=C(COC(=O)c1cccnc1Cl)Nc1ccc(S(=O)(=O)N2CCOCC2)cc1	4	3
25	CN(CC(=O)Nc1ccccc1Br)C(=O)CCSc1ccc(F)cc1	0	1
26	Cc1cc(C)nc(SCC(=O)NC(=O)c2ccccc2O)n1	2	-4
27	O=C(COC(=O)c1cc(Br)ccc1O)Nc1ccc2c(c1)OCO2	-3	3
28	c1ccc2oc(-c3nn4c(Cn5cnc6ccccc65)nnc4s3)cc2c1	1	-4
29	O=C(CN1CCN(Cc2ccc3c(c2)OCO3)CC1)Nc1ccc2[nH]c(=O)[nH]c2c1	8	3
30	CC1CCCC(NC(=O)CCNC(=O)c2ccccc2Cl)C1C (stereo not given)	-1	6
31	Cc1cc(C(=O)OCC(=O)NC2CCC(C)CC2)c(C)o1 (stereo not given)	0	0
32	COc1ccccc1C(=O)NC(CCSC)C(=O)NCCCn1nc(C)cc1C (stereo not given)	-1	5
33	CC(=O)c1c(C)[nH]c(C(=O)OCC(=O)NCCCc2ccccc2)c1C	-7	6
34	CCCN(C(=O)Cn1nc(C)c([N+](=O)[O-])c1C)c1c(N)n(Cc2ccccc2)c(=O)[nH]c1=O	-1	4
35	CCN(CC(=O)Nc1ccc2c(c1)OCCO2)C(=O)/C=C/c1cccc(Br)c1	-8	-1
36	Cn1cccc1C(=O)OCC(=O)NCc1cccs1	3	-2
37	CN(CC(=O)Nc1c(Cl)cccc1Cl)C(=O)c1cccc(S(=O)(=O)NCc2ccccc2)c1	2	0
38	Cc1cc(C)n2c(SCC(=O)Nc3cc(S(=O)(=O)N(C)C)ccc3C)nnc2n1	6	6
39	O=C(COC(=O)c1ccc([N+](=O)[O-])s1)NNC(=O)c1ccccc1	-2	-1
40	OCCCn1c(CCNc2nc(-c3ccc(Cl)cc3)cs2)nc2cc(C(F)(F)F)ccc21	4	-7
41	O=C(Cc1cccc(NC(=O)C2CCN(C(=O)c3ccccc3)CC2)c1)Nc1cccc(C(=O)N2CCCC2)c1	-1	2
42	CC(=O)Nc1ccc(NC(=O)C(C)Oc2ccc(C)nc2[N+](=O)[O-])cc1 (stereo not given)	-3	4
43	CC(=O)c1ccc(S(=O)(=O)N2CCN(CCOc3ccccc3)CC2)cc1	3	14
44	O=C(Nc1ccc(N2CCCCC2)c(S(=O)(=O)Nc2ccccc2Cl)c1)c1cccnc1	-2	2
45	CN(C(=O)COC(=O)C1COc2ccccc2O1)C1(C#N)CCCCC1 (stereo not given)	-2	6
46	O=C(OCC(=O)N1CCCc2ccccc21)c1ccccc1[N+](=O)[O-]	-3	5
47	O=C(COc1ccccc1F)Nc1cc(S(=O)(=O)Nc2cccc(Cl)c2)ccc1O	-3	4
48	COCCOc1ccc(C(F)(F)F)cc1NC(=O)Cc1ccc(S(=O)(=O)N2CCOCC2)s1	-5	4
49	O=C1NC[C@@H](Cc2cccc3ccccc23)N(CCC23CC4CC(CC(C4)C2)C3)C1=O	-2	2
50	CCC(C)c1ccc(NC(=O)COC(=O)CCNS(=O)(=O)c2cccs2)cc1 (stereo not given)	1	3
51	CCOCC(=O)Nc1ccc2c(c1)N(S(=O)(=O)c1cccs1)CCC2	-2	2
52	CC[C@@]1(C(=O)OC)N[C@H](CN(C)C(=O)NC(C)C)[C@@H]2C(=O)N(Cc3ccccc3)C(=O)[C@@H]21	0	-2
53	COc1ccc(-c2oc3ccc(-c4ccc5c(c4)OCO5)cc3c2-c2ccc(OC)nc2)cc1	9	2
54	COc1nc(N)nc(NC(=O)c2cccs2)c1N=O	0	5
55	CC1CC(C)CN(C(=O)COC(=O)c2ccc(S(=O)(=O)N(C)c3ccccc3)cc2)C1 (stereo not given)	-2	-2
56	CC(=O)c1ccc(S(=O)(=O)N2CCN(c3nc(-c4cccnc4)nc4ccccc34)CC2)cc1	3	5
57	O=C(Nc1ccccc1OC(F)F)C1CC(=O)N(Cc2ccccc2)C1 (stereo not given)	2	5
58	CCC1CCc2sc(C(=O)NCC3CCCO3)cc2C1 (stereo not given)	-2	1
59	CC1(C)CC(=O)C=C(c2ccc3ncccc3c2)C1	2	-1
60	COc1ccc(-c2sc(Nc3ccccc3)n[n+]2-c2ccccc2)cc1Br	1	0

# More entries follow.
no.	SMILES	IDE cell inh	IDE act
61	Cc1ccc(Nc2nnc(SCC(=O)NCC3CCCO3)s2)cc1 (stereo not given)	-4	2
62	Cc1ccn2nc(C(=O)OCC(=O)N(CC(C)C)C3CCS(=O)(=O)C3)nc2n1 (stereo not given)	1	0
63	CCN(C(=O)COC(=O)c1nc2nc(C)cc(C)n2n1)C1CCCCC1	-2	2
64	Cc1cccc(N=C2SC(C)CN2C(=O)CN2C(=O)NC3(CCCC3)C2=O)c1 (stereo not given)	0	-2
65	Cc1ccc(NC(=O)C(=O)NCCCN2CCCC2=O)c(C)c1	-2	0
66	COc1cc(OC)cc(C(=O)NCC(C)NC(=O)c2cc(OC)cc(OC)c2)c1 (stereo not given)	2	-1
67	CC(=O)[C@@]1(O)CCC2C3C=CC4=CC(=O)CC[C@]4(C)C3CC[C@@]21C (stereo not given in full)	-3	5
68	O=C(NCc1nnnn1-c1ccc(F)cc1)c1ccc([N+](=O)[O-])o1	-1	9
69	Cc1c(NS(=O)(=O)c2cc(C(=O)NCc3ccco3)cc(Cl)c2Cl)c(=O)n(-c2ccccc2)n1C	6	0
70	O=C(CCNC(=O)c1ccc(Br)cc1)Nc1ccccc1N1CCOCC1	4	0

# Gathered by group, the entries above with fluorine.
no.	SMILES	IDE cell inh	IDE act
14	CCN(CC)CCCN=C1N[C@@H](c2cccc(F)c2)C(C(=O)OC)=C(C)N1Cc1ccccc1	2	8
16	CC(=O)N1CCN(C(=O)c2ccc(S(=O)(=O)Nc3ccccc3F)cc2)CC1	3	4
25	CN(CC(=O)Nc1ccccc1Br)C(=O)CCSc1ccc(F)cc1	0	1
40	OCCCn1c(CCNc2nc(-c3ccc(Cl)cc3)cs2)nc2cc(C(F)(F)F)ccc21	4	-7
47	O=C(COc1ccccc1F)Nc1cc(S(=O)(=O)Nc2cccc(Cl)c2)ccc1O	-3	4
48	COCCOc1ccc(C(F)(F)F)cc1NC(=O)Cc1ccc(S(=O)(=O)N2CCOCC2)s1	-5	4
57	O=C(Nc1ccccc1OC(F)F)C1CC(=O)N(Cc2ccccc2)C1 (stereo not given)	2	5
68	O=C(NCc1nnnn1-c1ccc(F)cc1)c1ccc([N+](=O)[O-])o1	-1	9

# Carrying on.
no.	SMILES	IDE cell inh	IDE act
71	COc1ccccc1NC(=O)COC(=O)c1cc(C)oc1C	-4	4
72	CCOC(=O)c1c(NC(=O)CN2C(=O)NC3(CCCCC3C)C2=O)sc(C(=O)N(C)C)c1C (stereo not given)	1	4
73	O=C(Nc1cccc(C2=NCCN2)c1)Nc1cccc(C2=NCCN2)c1	3	0
74	O=C(Cc1c[nH]c2ccccc12)NCC(=O)Nc1ccc(F)c(F)c1F	-3	2
75	O=C(CSc1nnc(-c2ccco2)o1)NCCc1ccccc1	4	0
76	Cc1nc(SCC(=O)Nc2ccc(CN3CCCC3)cc2)c2c(C)c(C)sc2n1	-1	-8
77	O=C(COC(=O)c1ccncc1)Nc1cccc2ccccc12	3	2
78	CCOc1ccc(NS(=O)(=O)c2ccc(Cl)c(C(=O)N(C)Cc3cccnc3)c2)cc1	3	1
79	Cc1cc(C(=O)O[C@H]2[C@H](C)NS(=O)(=O)[C@H]3C[C@@H]4C=C[C@]23O4)cc([N+](=O)[O-])c1	-1	2
80	Cc1cc(Br)ccc1NC(=O)CN(C)C(=O)C1CCN(C(=O)c2ccc(F)cc2)CC1	-2	-1
81	CC(C)(C)OC(=O)C[C@@H]1C/C=C\C[C@@H](CC(=O)NCCO)C(=O)NCCOC1=O	0	4
82	C=CCC[C@H](Cc1ccc(F)cc1)C(=O)OC[C@H](C)NC(=O)[C@H](CC=C)CC(=O)N(CCO)Cc1ccccc1	0	7
83	Cc1ccc(C)c(S(=O)(=O)N2CCN(c3nc(-c4cccnc4)nc4ccccc34)CC2)c1	-3	0
84	COC(=O)[C@]1(C)CCC[C@@]2(C)C3CC[C@]4(OC(C)=O)C[C@@]3(CCC21)CC4=NO (stereo not given in full)	-1	8
85	CN1CC[C@@]2([C@@]34CCN(C)C3Nc3ccccc34)c3ccccc3NC12 (stereo not given in full)	4	5
86	Cn1c(N)c(C(=O)COC(=O)/C=C/c2ccccc2F)c(=O)n(C)c1=O	4	2
87	Cc1ccc(Cl)cc1NC(=O)COC(=O)CN1C(=O)C2CCCCC2C1=O (stereo not given)	1	5
88	O=C(COc1coc(CN2CCc3ccccc3C2)cc1=O)N1CCOCC1	3	1
89	COc1ccc(-c2c(C#Cc3ccsc3)c3cc(-c4ccc5c(c4)OCO5)ccc3n2C)cc1	1	-3
90	COc1cc(C(=O)NNC(=O)Cc2cccs2)cc(OC)c1OC	2	3
91	COc1ccccc1OCCNC(=O)CNC(=O)c1ccc(C(C)(C)C)cc1	-4	7
92	COc1cccc(NC(=O)CN(C)C(=O)CCCc2nc3ccccc3c(=O)[nH]2)c1	4	1
93	COc1ccc2cc(CO)n(C)c2c1	1	4
94	COc1ccc(Cc2nnc(NC(=O)C3CC(=O)N(c4ccccc4C)C3)s2)cc1OC (stereo not given)	4	2
95	CCN(C[C@H]1N[C@@](C)(C(=O)OC)[C@H]2C(=O)N(Cc3ccccc3)C(=O)[C@@H]12)S(=O)(=O)c1ccc(OC)cc1	2	-2
96	Cc1cc(C)cc(S(=O)(=O)Cc2noc(C(=O)NCc3ccccc3)c2C(=O)NCc2ccccc2)c1	-1	4
97	O=C(CSc1nc(-c2cccs2)nc2ccccc12)NC1CCS(=O)(=O)C1 (stereo not given)	-2	-1
98	CCC(=O)Nc1ccc(C(=O)COC(=O)Cc2ccsc2)cc1	11	-1
99	CN(c1ccccc1)S(=O)(=O)c1cccc(NC(=O)COc2ccccc2)c1	-1	0
100	O=C(c1ccccc1OCc1ccc(Cl)cc1)N1CCN(c2ccccn2)CC1	1	2
101	NC(=O)c1ccsc1NC(=O)COC(=O)COc1ccccc1[N+](=O)[O-]	1	3
102	Cc1cc2occ(CC(=O)N(C)CC(=O)Nc3ccccc3Cl)c2cc1C	6	0
103	Cc1ccc(C(=O)O)cc1[N+](=O)[O-]	3	5
104	O=[N+]([O-])c1ccc(CSc2ccc(S(=O)(=O)N3CCCCC3)cn2)cc1	5	-1
105	Cc1c(C(=O)NCC2CCCO2)oc2ccc(Br)cc12 (stereo not given)	3	1
106	Cc1ccccc1Nc1nc(N)nc(COC(=O)[C@@H](NC(=O)c2ccccc2Cl)C(C)C)n1	2	5
107	Cc1ccccc1OCCC(=O)NNC(=O)COc1cccc(F)c1	-3	7
108	O=C(NCCN1CCOCC1)c1c(O)nc2sccn2c1=O	-2	1
109	O=C(CN1CCN(S(=O)(=O)c2ccc(F)c(F)c2)CC1)Nc1ccccc1C(=O)NC1CC1	-3	2
110	CCN(CC)C(=O)c1ccc(C(=O)Nc2ccc(F)cc2)cc1	2	-6
